Compound activity from PubChem BioAssay.
HIV RNase H inh = blocks HIV-1 RNase H cleavage of RNA/DNA duplex | RT-RNase H RNA/DNA duplex cleavage, fluorescence | inhibition, % at 10 µM | AID 565 | actives 1.9% (n = 65,000) | P04585; in the data active = inhibition above about 50%
RmlC RmlD mix = RmlC/RmlD inhibition, mixture screen. RmlC/RmlD coupled enzyme inhibition, 384-well mixture HTS. inhibition, % at 5.5 µM. actives 0.39% (n = 110,000). AID 1532; in the data active = inhibition above about 30%, passing the limit was not always enough; note: strong numbers were not always called active
Numbers without * were called inactive; . = no result given; & = joins results of further samples. A portion of the library (hit frequency here may not be typical).

| mol | HIV RNase H inh | RmlC RmlD mix |
| --- | --- | --- |
| COc1cccc(C2NC(=O)NC(C)=C2C(=O)Nc2ccccc2C)c1 (centres undefined) | -3.1 | -35.0 |
| O=C(CSc1nnnn1-c1ccc(Cl)cc1)NC(=O)Nc1ccc2c(c1)OCCO2 | 44.3 | 11.6 |
| COc1ccc(N2CCN(Cc3nc4c(c(=O)n(C)c(=O)n4C)n3CC(C)=O)CC2)cc1 | . | 2.6 |
| O=C(CSc1nnc(CN2CCOCC2)n1-c1ccccc1)N1CCc2ccccc21 | -8.1 | 0.7 |
| CCOC(=O)c1ccc2c(c1)N(CC(=O)N1CCCCC1)C(=O)C(C)(C)O2 | . | -4.2 |
| CCOc1ccc2c3c(c(=O)oc2c1OCC)CCCC3 | . | 3.4 |
| CC(C)NC(=O)CCS(=O)(=O)c1cccc2nonc12 | . | -1.2 |
| ON1C2CCCCC2N(O)C1c1ccccc1 (centres undefined) | . | -3.2 |
| CC(=O)c1cccc(NC(=O)N2CCCC2C(=O)NC2CCCCC2)c1 (centres undefined) | -5.0 | -0.8 |
| CCOC(=O)c1cc2sc(C)cc2n1CCCN1C(=O)c2ccccc2C1=O | . | 8.8 |
| CN1C(=O)C(Cc2c[nH]c3ccccc23)C(=O)N(C)C1=O | 7.6 | . |
| O=C1c2ccccc2S(=O)(=O)c2cc(C(=O)N3CCC(O)CC3)ccc21 | . | 5.4 |
| CCOc1ccc(-c2nnn(CC(=O)NCc3ccc(OC)cc3)n2)cc1OCC | 4.2 | 3.0 |
| CCn1cc(Br)c(-c2nc3ccccc3c(=O)n2N)n1 | -5.7 | -15.8 |
| CC1(C)CC(=O)c2cc(C(=O)Nn3cnnc3)c(=O)n(-c3ccccc3)c2C1 | -1.6 | 11.6 |
| O=C(NCCc1ccccc1)c1ccc2c(c1)N(Cc1ccccc1)C(=O)CS2=O (centres undefined) | -1.6 | 7.0 |
| COc1ccccc1CNC(=O)c1ccc(-c2ccccc2C(F)(F)F)o1 | . | -7.4 |
| COc1ccc(-c2cc(C(F)(F)F)nc(N3CCOCC3)n2)cc1OC | -8.2 | 4.1 |
| O=C(OCC(F)(F)C(F)F)c1ccccc1C(=O)Oc1ccc(F)cc1F | -43.2 | -14.2 |
| O=C1CCCCN1CCc1c[nH]c2ccccc12 | . | -12.6 |
| COc1ccc(CNC[C@@H](CCCCN(C)Cc2ccc(OC)cc2)N2C[C@H](c3ccccc3)N(CCc3ccc(Cl)c(Cl)c3)C(=O)C2=O)cc1 | . | 10.0 |
| Cc1ccc(Nc2nc(N)nc(CN3CCN(C)CC3)n2)cc1 | 0.3 | 3.5 |
| O=C(O)CCc1nnc2n(Cc3ccc(F)cc3)c(=O)c3ccccc3n12 | -6.2 | 1.4 |
| CCC1(C)Cc2c(sc3c2c(=O)n(C)c2nnc(SCC(=O)c4ccccc4)n32)CO1 (centres undefined) | 3.7 | 1.1 |
| COc1ccc(CN2[C@@H](CC(C)=O)c3ccc(/C=C/C(C)=O)cc3S2(=O)=O)cc1 | . | -15.2 |
| O=C(c1cccs1)N(Cc1ccco1)Cc1cc2ccccc2[nH]c1=O | -10.2 | 9.8 |
| COc1cccc(NC(=O)CSc2nnc(Cn3nnc4ccccc43)n2C)c1 | . | -9.0 |
| CCC12CN(C(=O)c3ccc(OC)cc3)CC(CC)(CN(C(=O)c3ccc(OC)cc3)C1)C2=O | -15.7 | -10.4 |
| COc1ccccc1N1CCN(C(c2ccc(N(C)C)cc2)c2nnnn2CCc2ccccc2)CC1 (centres undefined) | . | 1.4 |
| CSc1nc2nc3c(c(=O)n2[nH]1)CCCC3 | . | -8.9 |
| CC1Cc2cc(/C(O)=C3/C(=O)C(=O)N(CCCN(C)C)C3c3ccncc3)ccc2O1 (centres undefined) | -6.4 | -12.4 |
| NS(=O)(=O)c1ccc(NC(=O)C2CCCN(S(=O)(=O)c3ccc(F)cc3)C2)cc1 (centres undefined) | . | -15.2 |
| Cc1c(C(=O)Nc2ccccc2)sc2nc(-c3ccccc3)cn12 | 4.0 | -8.3 |
| O=C(N1CCOCC1)N(CCN1CCOCC1)Cc1cccc2ccccc12 | . | -47.9 |
| CS(=O)(=O)N1CCCC(C(=O)NCCCN2CCN(Cc3ccccc3)CC2)C1 (centres undefined) | -16.8 | -5.4 |
| Cc1cc(C)c(S(=O)(=O)Nc2ccc(OCC(=O)O)cc2)c(C)c1 | -1.0 | -26.5 |
| O=C(O)c1ccc(N2CCCCCC2)c(N2C(=O)c3ccccc3C2=O)c1 | -6.8 | -6.6 |
| COc1ccc(-n2nnnc2SCC(=O)N2CCOCC2)cc1 | -2.3 | -6.1 |
| C1COCCNCCOCCOCCN1 | . | 1.9 |
| COc1c(-c2ccc(O)c(O)c2)oc2cc(O)cc(O)c2c1=O | . | 3.8 |
| Cc1ccc(C(=O)c2cc([N+](=O)[O-])ccc2N2CCOCC2)c(C)c1 | . | -7.7 |
| Cc1c(C(=O)Nc2ccc(Oc3ccccc3)cc2)sc2nc3n(c(=O)c12)CCC3 | . | -13.0 |
| CC(C)NC(=O)c1ccccc1NC(=O)CN(c1ccc2c(c1)OCO2)S(C)(=O)=O | -4.8 | 4.6 |
| CCCN1C(=O)NC2(O)C(=O)c3ccccc3C12O (centres undefined) | -3.0 | 2.6 |
| CCOC(=O)CSC1=C(C#N)C(c2ccccc2OC)CC(=O)N1 (centres undefined) | -15.2 | 4.9 |
| COC(=O)[C@H](Cc1ccccc1)NC(=O)[C@@H](N)CC(=O)O | . | 9.1 |
| Cc1ccc(-c2nn(-c3cc(Cl)ccc3[N+](=O)[O-])c(=O)c3ccccc23)cc1 | . | 8.0 |
| CC(C)(C)C(=O)Nc1ccc(S(=O)(=O)c2ccc(NC(=O)C(C)(C)C)cc2)cc1 | . | 2.9 |
| c1ccn2c(SCc3ccc4c(c3)OCCO4)nnc2c1 | -10.5 | 0.0 |
| CCc1ccc(OC)c(S(=O)(=O)Nc2ccccc2C)c1 | -31.0 | -10.7 |
| CCOC(=O)CSc1nnc(-c2ccncc2)o1 | -9.5 | -9.0 |
| COc1cc(Cl)cc2c1Sc1ccccc1/C2=C/CCN(C)C | . | -11.6 |
| COCCN(CCOC)C(=O)c1cc2c(=O)n3ccccc3nc2s1 | 7.3 | 115.1* |
| COc1cccc(CNS(=O)(=O)/C=C/c2ccc3c(c2)OCO3)c1 | . | -6.0 |
| CCN(CC)S(=O)(=O)c1ccc(S(=O)(=O)N2CCN(CCC#N)CC2)cc1 | -3.2 | -8.0 |
| Cc1ccc(C(=O)CC2(O)C(=O)N(Cc3ccc4c(c3)OCO4)c3ccccc32)cc1 (centres undefined) | 1.4 | -13.3 |
| Cc1ccc(N(CC(=O)N2CCc3ccccc32)C2=NC(=O)CS2)cc1 | -0.2 | -8.4 |
| Cc1occc1-c1nnc(SCC(=O)c2ccc(F)cc2)n1Cc1ccco1 | -33.2 | 5.8 |
| CCO[C@H]1OC(C(=O)N2CCN(C)CC2)=C[C@@H](C)[C@@H]1CCCO | . | -11.5 |
| CN(C(=O)CCN1C(=O)C(C)(C)Nc2ccccc21)c1ccccc1 | -4.5 | 5.9 |

Next section:
| mol | HIV RNase H inh | RmlC RmlD mix |
| --- | --- | --- |
| COc1ccc(OCC(O)COc2ccc(OC)cc2)cc1 | -6.4 | -8.7 |
| O=C(C1CC1)N1CCc2cc(Br)cc(S(=O)(=O)N3CCOCC3)c21 | -23.6 | 7.0 |
| O=C1CC(=C(c2ccccc2)c2ccccc2)C(=O)N1CCCCN1CCN(c2ccccc2)CC1 | . | 3.8 |
| CCCN1CCN(CCCNC(=O)Cn2ncc3c4ccccc4n(C)c3c2=O)CC1 | -7.5 | 8.0 |
| CC(NC(=O)C1CCCO1)c1ccccc1 (centres undefined) | . | 1.8 |
| C#CCOCCOCCOCCNc1nc(N2CCOCC2)nc(N2CCN(C(=O)[C@H](Cc3cc4ccccc4[nH]3)n3cc([C@@H](N)C(C)CC)nn3)CC2)n1 (some centres undefined) | . | -33.7 |
| COc1ccc(OC)c(N=c2oc3c(OC)cccc3cc2C(=O)NCc2ccco2)c1 | 88.1* | -16.2 |
| COc1ccc2nc(C)cc(SCC(=O)NNC(=O)COc3ccc(C)cc3)c2c1 | . | 9.6 |
| Cc1cccc(NC(=S)NC(=O)c2cccs2)n1 | . | -16.5 |
| CCOc1ccc(C(=O)NCC(=O)OCC(=O)N2C(C)CCCC2C)cc1 (centres undefined) | . | -6.0 |
| COC(=O)C1=C(C)NC(=O)CC1c1ccccc1F (centres undefined) | -12.3 | -1.8 |
| COC(=O)c1cccc(NC2CC(=O)N(c3ccc(OC)c(OC)c3)C2=O)c1 (centres undefined) | -8.1 | -4.8 |
| CC(C)(O)C1=NOC(c2ccccc2)C1 (centres undefined) | -3.7 | 5.1 |
| CC(=O)c1cccc(NC(=O)CSc2nnc(-c3ccc(S(=O)(=O)N4CCCC4)cc3)o2)c1 | 20.9 | 6.7 |
| COc1ccccc1OC(=O)c1ccc(SC)cc1OC | -21.1 | -9.4 |
| CC1CN(c2ccccc2)C(=O)CS1 (centres undefined) | 2.6 | -20.4 |
| O=C(CC1(O)C(=O)N(Cc2ccccc2Cl)c2ccccc21)c1ccco1 (centres undefined) | -4.6 | -1.9 |
| O=C(/C=C/c1ccc([N+](=O)[O-])cc1)NCCSc1ccccc1 | . | 7.1 |
| O=C1c2ccccc2NC(c2ccccc2)N1c1ccc(O)cc1 (centres undefined) | 1.7 | -26.4 |
| CCC(C)[C@H](NC(=O)N1CCN(c2cccc(C(F)(F)F)c2)CC1)C(=O)OC (some centres undefined) | . | -10.3 |
| COc1ccccc1C(=O)NCCn1ccc2ccccc21 | 8.5 | -1.7 |
| CCn1ncc(/C=C/C(=O)Nc2c(C)nn(CC)c2C)c1C | . | 7.3 |
| COc1cc(OC)cc(C(=O)NCCOc2ccccc2)c1 | . | 9.3 |
| COc1cccc(Nc2nc3ccccc3n3cnnc23)c1 | . | 6.4 |
| CN1CCN(C(=O)OC2c3nccnc3C(=O)N2c2ccc(Cl)cn2)CC1 (centres undefined) | 1.4&-2.2 | . |
| Cc1cccc(OCCOC(=O)C2CCN(S(=O)(=O)c3cccs3)CC2)c1 | -10.7 | -15.4 |
| COc1cc2c(cc1OC)C1=C(C#N)CC/C(=N\S(=O)(=O)c3ccccc3)N1CC2 | -19.7 | -10.5 |
| CC(=O)N1CCc2cc(S(=O)(=O)CCC(=O)N3CCN(c4ccccn4)CC3)ccc21 | -0.6 | 11.8 |
| CN(C)c1nc(N)nc(CSc2nnnn2C)n1 | -10.1 | -15.2 |
| C=CCC1(O)C(=O)Nc2ccccc21 (centres undefined) | -7.7 | 16.6 |

Single records, from the list above. Order of screens: HIV RNase H inh	RmlC RmlD mix
CN(C)c1nc(N)nc(CSc2nnnn2C)n1 reads -10.1	-15.2
COc1cc(OC)cc(C(=O)NCCOc2ccccc2)c1 reads .	9.3
COc1cc2c(cc1OC)C1=C(C#N)CC/C(=N\S(=O)(=O)c3ccccc3)N1CC2 reads -19.7	-10.5
CCC(C)[C@H](NC(=O)N1CCN(c2cccc(C(F)(F)F)c2)CC1)C(=O)OC (some centres undefined) reads .	-10.3
CC(=O)N1CCc2cc(S(=O)(=O)CCC(=O)N3CCN(c4ccccn4)CC3)ccc21 reads -0.6	11.8

Further compounds
| mol | HIV RNase H inh | RmlC RmlD mix |
| --- | --- | --- |
| COc1ccc(CNC(=O)c2ccc(Br)o2)cc1 | . | -19.4 |
| O=C(Nc1cccc(O)c1)c1noc2c1CCc1ccccc1-2 | . | 1.0 |
| CCN1CCCC1CNC(=O)Cn1ncc2c(=O)oc3ccc(C)cc3c21 (centres undefined) | 1.3 | 0.1 |
| COc1ccc(C)cc1NC(=O)CN(C)S(=O)(=O)c1cnc[nH]1 | . | 4.9 |
| NC(=O)CCS(=O)(=O)CCN1CCCCC1 | -5.0 | 67.0 |
| COc1ccc(C2C(=O)N(C3CCCCC3)CC(=O)N2C2CCCCC2)cc1 (centres undefined) | . | -3.1 |
| CCOc1ccc(NC(=O)Cn2nnc(-c3ccccc3F)n2)cc1 | 25.0 | 9.9 |
| Brc1cccc(CN2CCCCCCC2)c1 | . | -11.0 |
| COCCCNc1nc(=S)[nH]c2cc(OC)c(OC)cc12 | -7.0 | 14.1 |
| CO/N=C(\Cn1ncc(N2CCCC2)c(Br)c1=O)c1ccc(Cl)cc1 | . | -5.0 |
| CC(Oc1ccccc1F)C(=O)/C=C/N(C)C (centres undefined) | . | 15.8 |
| O=C(CSc1nc2ccccc2o1)NCC(=O)c1ccccc1 | -17.9 | -44.5 |
| CCOC(=O)C1CCN(C2CC(=O)N(c3ccc(OCC)cc3)C2=O)CC1 (centres undefined) | -20.5 | 11.6 |
| CCOCCc1nnc(NC(=O)CSc2ccccc2)s1 | -51.6 | 1.7 |
| O=C(O)C1C2C=CC(C2)C1C(=O)N1CCc2ccccc21 (centres undefined) | 3.7 | 0.8 |
| CCC(CC)C1C(C#N)=C(N)Oc2n[nH]c(C)c21 (centres undefined) | -35.2 | 11.9 |
| CC(C)OC(=O)CN1C(=O)S/C(=C/c2ccc(N3CCCCC3)o2)C1=O | . | -11.1 |
| OC12Oc3ccccc3C=C1N1CCC2CC1 (centres undefined) | 4.5 | 3.6 |
| O=C(NCCc1ccccc1)C(=O)NCC1(c2ccccc2)CCCC1 | . | 1.9 |
| Cc1ccc(Oc2ncc(CN3CC(C)OC(C)C3)s2)cc1 (centres undefined) | . | 2.7 |
| CC(C)CSc1nc2ccccc2n1CC(N)=O | -7.1 | -10.9 |

4 compounds picked at random from those above:
| mol | HIV RNase H inh | RmlC RmlD mix |
| --- | --- | --- |
| CC(C)CSc1nc2ccccc2n1CC(N)=O | -7.1 | -10.9 |
| CCC(CC)C1C(C#N)=C(N)Oc2n[nH]c(C)c21 (centres undefined) | -35.2 | 11.9 |
| OC12Oc3ccccc3C=C1N1CCC2CC1 (centres undefined) | 4.5 | 3.6 |
| CC(C)OC(=O)CN1C(=O)S/C(=C/c2ccc(N3CCCCC3)o2)C1=O | . | -11.1 |
